uPA surface inh – blocks generation of uPA at the cell surface; cell surface uPA generation assay, qHTS; Potency, µM (titrated, usually from 38.3 µM), without a hit: at the top dose activity change, negative = inhibition, most hits filed as inhibitors; 330,000 compounds, 0.31% hits; active = well fitted inhibition curve with a large enough effect; inconclusive = small, poorly fitted or top-dose-only effect; inactive = no such curve, though single readings can be large or run the other way; tested in mouse RAW 264.7 cells; note: potency is the fitted concentration of half-maximal effect; % is set by controls: 0 for no effect and ±100 for the full control effect; nearly all actives have a fitted effect of over 55% in size
PTAP TSG101 blk – blocks PTAP/TSG101 interaction to inhibit HIV-1 budding | Q99816 | Fluorescence polarization, FITC-PTAP peptide / Tsg101 binding | Potency, µM (doses to about 115 µM), for inactives: at the top dose activity change, negative = inhibition, actives largely listed as inhibitors | 340,000 tested, under 10 active | AID 493005; active = well fitted inhibition curve with a large enough effect in the main read-out, with a control signal flat, not every such curve was filed as active; inconclusive = small, poorly fitted or top-dose-only effect, or effect the other way, or a change in a side signal; inactive = no such curve, though single readings can be large or run the other way; note: potency is the fitted concentration of half-maximal effect; % of control where 0% means no effect
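Steps: Tsg101 binding domain dispensed (10 uM final), compounds pinned in DMSO, FITC-labeled PTAP-motif peptide added (50 nM final); after 20 min binding at room temperature, polarization measured.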
Chronic BCR inh – chronic active BCR signaling inhibition; Potency, µM (titrated, usually from 46.1 µM), for the others: at the top dose ratio change, negative = lower green/red ratio, most hits filed as inhibitors; ABC-DLBCL IkBa-CBG/CBR reporter, luminescence ratio, 4 h; 340,000 compounds, 0.05% hits; AID 493014; active = well fitted inhibition curve with a large enough effect in the signal ratio, with a control signal flat, not every such curve was filed as active; inconclusive = small, poorly fitted or top-dose-only effect, or effect the other way, or a change in a side signal; the % refers to the signal ratio;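 note: potency is the fitted concentration of half-maximal effect; plate controls were basal doxycycline-induced cells for no effect and cells given 10 µM MG132 for full effect; MG132 reads +100%, hits lower the ratio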
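Doxycycline induced both beetle luciferases in TMD8 lymphoma cells; IKK-driven degradation limits the IkappaBalpha-fused green signal, while red luminescence normalises for cell number and nonspecific effects. Compounds tested up to 46 uM, 4 hrs.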
TCR act – T cell receptor activation | Potency, µM (titrated, usually from 9.22 µM), without a hit: top-dose activation of IL-2 secretion, usual class: activators | primary human leukocytes, anti-CD3, IL-2 HTRF, 48 h | 330,000 tested, under 10 active; note: % of control where 0% means no effect
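Readout: HTRF IL-2, Eu-cryptate/d2 antibody pair, 320nm excitation, 665nm emission. Stimulus: a-CD3 beads, no co-stimulation. Cells: primary human leukocytes. Exposure: 48 hr with compound.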
ELG1 DNA repair – ELG1-dependent DNA repair inhibition | HEK293T ELG1-luciferase reporter, luminescence, 16 h; DNA damage induced by 5-fluorouridine | Potency, µM (top dose mostly 46.1 µM), for inactives: at the highest dose activity change, negative = inhibition, hits mostly inhibitors | 330,000 compounds, 2.3% hits; note: potency is the fitted concentration of half-maximal effect; % is set by controls: 0 for no effect and ±100 for the full control effect; nearly all actives have a fitted effect of over 55% in size
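5-Fluorouridine DNA damage + compound/DMSO, 2,000 cells/well, 16 h, 37 °C/5% CO2. ONE-Glo, 30 min RT, luminescence. Readout = decrease in reporter signal.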
B2AR arrestin – recruits beta-arrestin to the human beta2-adrenergic receptor. P07550. Potency, µM (top dose mostly 46.1 µM), inactives show at the highest dose activation, usual class: activators. 330,000 compounds, 0.02% hits. beta-arrestin recruitment to beta2AR, cell-based reporter;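 note: potency is the fitted concentration of half-maximal effect; 0% = DMSO controls and full agonism = EC100 isoproterenol or metaproterenol; nearly all actives have a fitted effect of over 65% in size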
Target sequence (P07550 whole entry, looked up): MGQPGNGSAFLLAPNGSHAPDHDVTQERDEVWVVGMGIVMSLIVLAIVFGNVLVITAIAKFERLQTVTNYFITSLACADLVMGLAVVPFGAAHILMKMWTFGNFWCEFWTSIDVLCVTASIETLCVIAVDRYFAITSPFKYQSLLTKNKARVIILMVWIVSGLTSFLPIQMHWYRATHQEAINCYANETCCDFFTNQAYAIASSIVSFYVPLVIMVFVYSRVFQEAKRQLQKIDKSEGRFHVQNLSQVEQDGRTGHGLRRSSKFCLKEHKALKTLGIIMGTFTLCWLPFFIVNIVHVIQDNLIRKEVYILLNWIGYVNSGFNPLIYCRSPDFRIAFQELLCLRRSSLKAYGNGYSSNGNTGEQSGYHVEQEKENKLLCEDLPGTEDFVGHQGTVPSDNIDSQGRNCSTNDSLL
Mito fusion yeast – blocks mitochondrial division or promotes mitochondrial fusion; S. cerevisiae fusion-defective mutant growth rescue, CellTiterGlo 48 h; Potency, µM (highest dose often 46.1 µM), inactives show top-dose growth rescue (activation), actives largely listed as activators; 320,000 compounds, 0.23% hits;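 note: potency is the fitted concentration of half-maximal effect; % of control where 0% means no effect; nearly all actives have a fitted effect of over 45% in size; temperature-sensitive fusion mutants such as fzo1-1 at 37 °C on non-fermentable ethanol glycerol medium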
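Read-out: ATP-based luminescence (CellTiterGlo, 10 min ambient) reporting growth of fusion-defective ts yeast after 48 hours at 37C on glycerol/ethanol YPEG medium in the presence of compound.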
Eya2 phos inh – blocks the phosphatase activity of human Eya2; O00167; recombinant Eya2, OMFP fluorescence dephosphorylation (OMFP is methylfluorescein phosphate); Potency, µM (series often up to 76.9 µM), for inactives: at the highest dose activity, negative = inhibition, hits mostly inhibitors; 330,000 compounds, 0.006% hits; AID 488837; note: potency is the fitted concentration of half-maximal effect; % is set by controls: 0 for no effect and ±100 for the full control effect
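Eya2 protein (added as 0.2 uM solution) was preincubated with compound for 10 min at ambient temperature in 50 mM HEPES pH 7.5, 50 mM NaCl, 5 uM MgCl2, 0.05% BSA, 1 mM DTT. OMFP (added at 50 uM) then reacted 10 min; fluorescence read at 485/525 nm.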
TSHR antagonist – blocks TSH signaling through the human TSH receptor; TSHR-expressing cells, TSH-stimulated cAMP HTRF, 2 h; stronger effect = lower value; activity change, negative = inhibition, % at 11.5 µM; 330,000 compounds, 0.2% hits; P16473;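 active = activity change below a set negative limit, meaning inhibition stronger than a set level, cut at about -70% in these data; inconclusive = activity change between two set negative limits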; note: % is set by controls: 0 for no effect and ±100 for the full control effect
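Freshly harvested TSHR cells receive pin-tooled compound, then EC80 TSH at 4nM final. After 2 hours at 37 deg C, antibody in lysis buffer and cAMP-d2 are added; 30 minutes at ambient temperature precede the HTRF read.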
Tb PFK inh – T. brucei PFK enzyme inhibition; O15648; T. brucei PFK, ADP-Glo luminescence; Potency, µM (series often up to 57.5 µM), without a hit: at the highest dose activity, negative = inhibition, most hits filed as inhibitors; 330,000 compounds, 0.17% hits;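 note: potency is the fitted concentration of half-maximal effect; 0% = uninhibited 1x PFK enzyme wells and -100% = no-enzyme wells; nearly all actives have a fitted effect of over 60% in size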
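ADP-Glo luminescence quantified ADP after 45 min at room temperature, with 1.25 nM T. brucei PFK, 0.1 mM ATP and 0.5 mM fructose-6-phosphate in pH 8.0 TEA buffer. qHTS titrations up to 57 µM; curves classified by quality.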
USP2a block – inhibitors of human ubiquitin-specific protease USP2a. O75604. Potency, µM (series often up to 38.3 µM), for inactives: top-dose activity change, negative = inhibition, actives largely listed as inhibitors. AID 463254. USP2 core, Ub-CHOP2 coupled fluorogenic reporter, 485/531. 330,000 compounds, 0.01% hits;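 note: potency is the fitted concentration of half-maximal effect; plate controls were DMSO wells for no effect and full inhibition by NEM control for full effect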
Target sequence (O75604 whole entry, looked up): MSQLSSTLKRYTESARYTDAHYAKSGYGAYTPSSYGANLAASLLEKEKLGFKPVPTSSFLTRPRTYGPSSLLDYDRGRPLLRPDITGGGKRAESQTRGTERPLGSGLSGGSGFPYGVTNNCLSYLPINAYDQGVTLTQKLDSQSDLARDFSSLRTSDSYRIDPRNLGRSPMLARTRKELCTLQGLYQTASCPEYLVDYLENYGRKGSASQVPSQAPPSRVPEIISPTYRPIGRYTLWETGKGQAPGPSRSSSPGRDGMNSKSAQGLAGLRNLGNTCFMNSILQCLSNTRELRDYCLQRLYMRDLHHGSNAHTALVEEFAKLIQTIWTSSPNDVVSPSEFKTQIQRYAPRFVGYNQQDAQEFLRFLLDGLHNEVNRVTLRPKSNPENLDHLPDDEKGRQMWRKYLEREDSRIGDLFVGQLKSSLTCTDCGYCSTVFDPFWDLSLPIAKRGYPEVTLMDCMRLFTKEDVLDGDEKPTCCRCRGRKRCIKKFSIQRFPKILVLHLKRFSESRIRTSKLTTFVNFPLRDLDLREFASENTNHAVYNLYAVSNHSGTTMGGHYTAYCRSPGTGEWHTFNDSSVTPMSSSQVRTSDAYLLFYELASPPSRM
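Deubiquitinase activity read as fluorescence (485/531 nm) after Ub-CHOP2 cleavage activates the enterokinase reporter on its substrate; USP2 core 10nM, Ub-CHOP2 and substrate 25nM each, 30min compound preincubation then 60min RT; data normalized to NEM, curves fitted.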
Starred values were filed as active, the others as inactive; ? = inconclusive; . = not tested or not shown; [ ] = another dose, or the depositor's remark. Unless noted, calls come from the whole dose curve; as a rule, active = well fitted curve in the direction sought with a large enough effect; inconclusive = small, poorly fitted or top-dose-only effect, or another doubt; inactive = no such curve, though single readings can be large; an effect the other way counts as inactive or inconclusive.

SMILES	uPA surface inh	PTAP TSG101 blk	Chronic BCR inh	TCR act	ELG1 DNA repair	B2AR arrestin	Mito fusion yeast	Eya2 phos inh	TSHR antagonist	Tb PFK inh	USP2a block
Cc1oc(-c2cccc(Cl)c2)nc1CN1CCCC(C(=O)NCCCN2CCOCC2)C1 (stereo unspecified)	-4%	-4%	3%	-2%	0%	0.3%	0%	2%	-1	-2%	2%
CCN1CCN(C(=O)c2cc3c(s2)-c2c(C)cccc2OC3)CC1	?	-2%	21%	6%	?	-2.9%	-13%	0%	-11	-1%	3%
Cc1cccc(OCC(=O)N2CCN(C(=O)CCC3CCCC3)CC2)c1	-1%	-5%	7%	-2%	0%	-0.5%	26%	-19%	10	4%	-2%
COC(=O)NC1CSCC1OC(=O)CCN1C(=O)c2ccccc2C1=O (stereo unspecified)	0%	-3%	1%	7%	0%	-0.2%	2%	-4%	2	7%	5%
CN(C(=O)COC(=O)c1cc(S(=O)(=O)N2CCOCC2)ccc1Cl)C1CCS(=O)(=O)C1 (stereo unspecified)	18%	-1%	11%	-9%	-1%	-0.2%	3%	20%	-3	0%	4%
CC(C)CCN1C(Nc2ccccc2)=NC[C@@H]1C	-8%	-2%	-1%	3%	-17%	-0.5%	0%	13%	-5	-1%	0%
CC1(c2ccccc2Cl)NC(=O)N(CC(=O)Nc2ccc3c(c2)OCO3)C1=O (stereo unspecified)	.	0%	-7%	-1%	-15%	-1.0%	3%	1%	-6	-4%	3%
COC(=O)c1c(C)nn(-c2ccccc2)c1N	-10%	1%	-1%	1%	?	-0.3%	4%	-4%	4	0%	2%
CN1CC(c2ccccc2Cl)C2(COc3ccccc3C2=O)C12C(=O)Nc1ccccc12 (stereo unspecified)	.	2%	1%	-2%	?	-0.3%	-2%	1%	9	-4%	-15%
O=C(Nc1nnc(-c2ccccc2)o1)c1cc(Cl)sc1Cl	0%	-4%	1%	-1%[46.1 µM]	14%	-1.2%	?	-4%	28	-2%	-3%
CCCN(CCC)Cc1c(C(=O)N/N=C/c2ccco2)nnn1-c1nonc1N	1%	1%	5%	-3%	4%	-0.3%	2%	-25%	1	3%	0%
COc1ccc(CCN(C)C2CCCN(C(=O)CCSC)C2)cc1OC (stereo unspecified)	7%	-7%	4%	3%	1%	-1.6%	-2%	-27%	-3	1%	0%
O=C(NC1CCN(Cc2ccccc2)CC1)C1CCN(c2nnc(-n3cccc3)s2)CC1	8%	0%	-3%	0%[46.1 µM]	?	-0.1%	-1%	-1%	5	0%	4%
CC1CCCC(NC(=O)NC(=O)COC(=O)C2=NN(c3ccccc3)C(=O)CC2)C1C (stereo unspecified)	1%	-3%	-2%	0%	13%	0.2%	-4%	6%	5	-4%	-1%
COCCc1nc2ccc(C(=O)N3CCCC(CCCO)C3)cc2o1 (stereo unspecified)	3%	-2%	0%	8%	-5%	-0.6%	-7%	-1%	2	0%	-2%
COCc1cc(C)nc(SCC[N+](C)(C)CC(=O)Nc2ccccc2)c1C#N	7%	-2%	4%	-1%	-4%	-0.1%	3%	2%	1	-4%	6%
O=C1OCCC1Sc1nc2ccccc2c(=O)n1Cc1ccc(F)cc1 (stereo unspecified)	1%	-4%	1%	0%[46.1 µM]	11%	-0.4%	14%	0%	2	-2%	2%
CCc1cc(=O)n2c([nH]c3ccccc32)c1C#N	1%	0%	?	0%	16%	0.0%	10%	13%	-13	-2%	4%
Cc1ccc2nc(NC(=O)C3CCN(S(=O)(=O)c4cccs4)CC3)sc2c1	.	-1%	12%	-1%	-26%	-0.9%	16%	-10%	-26	-7%[0.46 µM]	-11%
COc1ccccc1NC(=O)C(=O)/C=C(\O)c1ccccc1	-4%	-4%	?	3%	?	-0.4%	-5%	?	-7	0%	3%
O=C(NNC(=S)NC(=O)c1ccccc1)c1cccnc1	-13%	-6%	?	0%	-5%	0.1%	0%	?	-11	-1%	0%
C/C(O)=C(\C#N)P(=O)(c1ccccc1)c1ccccc1	-6%	-6%	-7%	-3%	16%	-0.1%	-5%	13%	23	-6%	0%
Nc1nnc(SCc2ccccc2F)s1	-11%	-6%	1%	1%	?	0.3%	-3%	13%	-11	1%	5%
O=C(CSc1ccccc1)NC(=O)NCc1ccccc1	3%	-3%	3%	-1%	-11%	-0.5%	4%	6%	-5	2%	-9%
CC1(c2ccccc2)NC(=O)N(CC(=O)Nc2ccc3c(c2)OCO3)C1=O (stereo unspecified)	1%	-6%	?	2%	-3%	0.1%	2%	-4%	-3	-1%	3%
Cc1cc(NC(=O)Cn2ccc([N+](=O)[O-])n2)no1	-1%	-3%	3%	10%	15%	-0.1%	0%	-7%	10	-11%	1%
CCOC(=O)c1ccc(NC(=O)N2CCc3ccccc3C2)cc1	4%	-3%	?	-2%	?	-1.8%	2%	6%	4	-1%	-1%
O=C(O)c1ccc(OS(=O)(=O)c2ccc(Cl)s2)cc1	-1%	-6%	?	.	21%	0.1%	7%	5%	-10	-5%	5%
O=C(Nc1ccccc1)N1CCN2C(=O)c3ccccc3C12c1ccccc1 (stereo unspecified)	8%	-3%	0%	-2%	-25%	0.3%	1%	1%	6	4%	-4%
O=C(CN1CCN(c2cccc(C(F)(F)F)c2)CC1)Nc1cccc(C(F)(F)F)c1	9%	-4%	-21%	6%	0%	-0.1%	-8%	4%	-13	-4%	-1%
Cc1ccc(S(=O)(=O)c2ccc(C)cc2)cc1	9%	-2%	-7%	1%	8%	-0.3%	1%	6%	-6	-4%	-2%
Cc1csc(NC(=O)c2cnccn2)n1	-2%	0%	-6%	3%	?	0.3%	-1%	22%	35	-1%	0%
COc1ccc(NC(=O)CCCCCN2C(=O)c3ccccc3C2=O)c(OC)c1	10%	-2%	6%	-5%	-22%	-0.4%	3%	12%	-4	0%	-1%
C=CCc1cc(Cl)ccc1OCCCNC(C)CC (stereo unspecified)	4%	2%	-19%	-2%[46.1 µM]	-11%	-0.5%	-9%	-9%	4	1%	-2%
Nn1c(Cc2ccccc2)n[nH]c1=S	2%	-2%	?	-1%	?	0.2%	2%	-1%	9	0%	0%
S=C(Nc1ccccc1Cl)N(CCCN1CCOCC1)Cc1ccco1	-2%	-2%	-5%	1%	-2%	-0.5%	0%	7%	-10	5%	4%
O=C(NCc1ccccc1)c1cc(S(=O)(=O)N2CCC3(CC2)OCCO3)ccc1F	.	-11%	-1%	9%	?	0.1%	10%	-19%	14	-5%	-3%
CC(OC(=O)c1ccccc1C(=O)N(C)c1ccccc1)C(=O)Nc1ccc(C(N)=O)cc1 (stereo unspecified)	4%	-2%	0%	6%	13%	0.2%	-2%	-6%	10	0%	0%
Cc1cc(C(=O)COc2ccccc2[N+](=O)[O-])c(C)n1-c1cccc(S(=O)(=O)N2CCOCC2)c1	1%	-7%	?	-5%	?	-0.5%	-1%	-2%	0	0%	1%
C[C@H](CO)N1C[C@H](C)[C@@H](CN(C)S(C)(=O)=O)Oc2ccc(NC(=O)C3CC3)cc2C1=O	-4%	0%	0%	-1%	?	0.5%	.	-35%	23	3%	8%
CCCCOc1cccc(C2/C(=C(\O)c3ccc4c(c3)OCCO4)C(=O)C(=O)N2CCN2CCOCC2)c1 (stereo unspecified)	-14%	-6%	5%	-4%	8%	-0.5%	-2%	-7%	-6	-4%	1%
Cc1ccc2[nH]c(=O)c(-c3noc(C(C)C)n3)cc2c1	-14%	-7%	10%	3%	4%	0.0%	1%	-8%	15	0%	2%
O=C1N[C@@H](Cc2ccccc2)C(=O)N2[C@H]1C[C@]1(Br)c3ccccc3N(S(=O)(=O)c3ccccc3)[C@H]21	20%	-1%	?	-3%	8%	-0.7%	-5%	18%	3	-15%	3%
CCOC(=O)C1C(=O)CC(O)(c2ccccc2)CC1c1ccccc1 (stereo unspecified)	1%	-3%	9%	1%	?	-0.8%	10%	-8%	16	-2%	0%
